Efflux pump mplx = antifungal efflux pump inhibition, Nile Red retention; S. cerevisiae Candida pump triplex; inhibition, % at 10 µM; 330,000 compounds, 0.44% hits;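 active means plate passing quality check with inhibition over a set limit, or well fluorescence over plate mean plus 4 SD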;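 further: Nile Red retained in pooled yeast measured as flow cytometry median fluorescence; 0% = buffer negative control and 100% = Enniatin B positive control; higher means more Nile Red kept so more efflux inhibition; some compounds called inactive have numbers as strong as hits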
EBNA-1 inhibitor = blocks EBNA-1 binding to DNA. EBNA-1 DNA binding, fluorescence polarization. inhibition, % at 14.8 µM. 300,000 compounds, 0.34% hits. AID 1950; in the data active means inhibition above about 28%
core dimer inh = HCV core protein dimerization inhibition | inhibition, % at 5 µM | TR-FRET GST/Flag-core106 dimerization, 1536-well | 300,000 compounds, 0.33% hits;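 active means inhibition above the mean of all tested compounds plus 3 SD, set per screening campaign, cut at about 45% in these data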
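Material: GST/Flag-tagged HCV core106 proteins. Incubation: 4 h, 22.5 °C incubation. Read-out basis: inhibition (%) from 671 over 617 nm ratio. Measured by: TR-FRET, excitation 340 nm, emission 617 and 671 nm.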
TPT1 inh = inhibitors of Candida albicans tRNA 2'-phosphotransferase TPT1 | recombinant caTPT1, FP RNA substrate dephosphorylation | inhibition, % at 5 µM | 300,000 compounds, 0.81% hits | AID 1962;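 active means inhibition above the mean of all tested compounds plus 3 SD, set per screening campaign, cut at about 24% in these data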;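 further: plate controls were DMSO alone for no effect and ferristatin control at 100 nM for full effect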
CTSL1 counter = blocks F. hepatica cathepsin L1 in PFM18AAP counter-screen. AID 1906. inhibition, % at 5.96 µM. recombinant F. hepatica cathepsin L1, Z-Leu-Arg-MCA fluorescence. 300,000 compounds, 0.49% hits;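 active means inhibition above the mean of all tested compounds plus 3 SD, set per screening campaign, cut at about 17% in these data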;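 further: 0% = plate median of test compound wells and 100% = 1 µM Z-Phe-Ala-diazomethylketone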
PREPL inhibitor = inhibitors of human prolyl oligopeptidase-like enzyme PREPL | Q4J6C6 | recombinant PREPL, fluorescence polarization activity-based probe | inhibition, % at 5.96 µM | 320,000 compounds, 0.68% hits; in the data active means inhibition above about 43%;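 further: 0% = enzyme with DMSO and 100% = wells lacking enzyme; many of its hits are not listed in these tables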
Target sequence (Q4J6C6 whole entry, looked up): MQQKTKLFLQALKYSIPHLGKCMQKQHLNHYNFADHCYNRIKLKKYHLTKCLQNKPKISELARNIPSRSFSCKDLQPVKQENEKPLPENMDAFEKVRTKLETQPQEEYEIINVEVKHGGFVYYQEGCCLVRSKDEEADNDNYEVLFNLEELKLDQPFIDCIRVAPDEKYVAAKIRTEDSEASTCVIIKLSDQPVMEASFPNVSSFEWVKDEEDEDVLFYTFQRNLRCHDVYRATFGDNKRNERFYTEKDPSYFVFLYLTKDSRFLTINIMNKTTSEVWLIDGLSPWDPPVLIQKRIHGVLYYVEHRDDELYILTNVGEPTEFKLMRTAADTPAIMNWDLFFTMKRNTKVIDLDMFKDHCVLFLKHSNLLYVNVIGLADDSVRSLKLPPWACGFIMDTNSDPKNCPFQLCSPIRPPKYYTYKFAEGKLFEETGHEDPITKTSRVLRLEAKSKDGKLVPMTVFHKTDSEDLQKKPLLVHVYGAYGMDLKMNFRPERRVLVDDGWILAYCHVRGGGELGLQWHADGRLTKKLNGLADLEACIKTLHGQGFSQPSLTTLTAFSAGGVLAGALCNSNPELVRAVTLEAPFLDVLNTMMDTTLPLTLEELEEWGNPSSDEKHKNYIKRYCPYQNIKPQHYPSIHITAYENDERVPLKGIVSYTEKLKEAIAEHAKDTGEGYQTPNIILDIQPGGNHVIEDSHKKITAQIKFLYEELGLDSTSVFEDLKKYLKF
PP1 inh = PP1-alpha (human) inhibition in PP5 counter-screen; P62136; purified PP1alpha, OMFP fluorescence; inhibition, % at 6.7 µM; 320,000 compounds, 0.9% hits; AID 2235;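 active means inhibition above the mean inhibition of all tested compounds plus 3 SD, computed separately for each screening campaign, cut at about 15% in these data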
ZTA DNA inh = blocks Epstein-Barr virus ZTA, an EBNA-1 counter-screen | P03206 | ZTA-DNA binding, fluorescence polarization | inhibition, % at 11 µM | 320,000 compounds, 0.15% hits | AID 2234; in the data active means inhibition above about 33%
Target sequence (P03206 whole entry, looked up): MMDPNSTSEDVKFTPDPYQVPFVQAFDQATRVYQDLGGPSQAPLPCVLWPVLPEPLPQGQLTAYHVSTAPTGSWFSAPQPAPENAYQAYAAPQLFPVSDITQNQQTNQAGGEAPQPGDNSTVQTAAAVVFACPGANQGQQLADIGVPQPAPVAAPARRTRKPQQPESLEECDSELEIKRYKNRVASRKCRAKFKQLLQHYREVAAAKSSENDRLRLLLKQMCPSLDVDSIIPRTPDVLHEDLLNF
PP5 primary = PP5 (human) phosphatase inhibition. inhibition, % at 6.7 µM. 320,000 compounds, 0.18% hits. AID 1987. purified PP5c, OMFP substrate fluorescence. P53041;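 active means inhibition above the campaign's mean inhibition across all tested compounds plus 3 SD, cut at about 9.5% in these data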;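 further: 0% = DMSO only and 100% = 100 µM cantharidin control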
* hit, by the source's call; nt = no result given. This is a subset; the hit share may differ from the screen's.

SMILES	Efflux pump mplx	EBNA-1 inhibitor	core dimer inh	TPT1 inh	CTSL1 counter	PREPL inhibitor	PP1 inh	ZTA DNA inh	PP5 primary
O=C(/C=C/c1ccc(Br)o1)NC(c1ccccc1)c1ccccc1	0.0	-3.5	2.8	-0.8	1.2	-4.8	2.1	-14.7	4.5
S=C(NCCCNC(=S)Nc1ccccc1)Nc1ccccc1	0.0	13.0	1.1	-5.2	-2.4	-1.4	-4.7	1.4	1.6
COc1ccc(N(CC(=O)NC2CC3CCC2C3)S(=O)(=O)c2ccc(C)cc2)cc1 (centres undefined)	0.1	3.8	7.2	0.5	3.5	4.2	-0.2	17.1	-0.1
O=C(Nc1nc(-c2ccccn2)cs1)c1ccc(Br)s1	-0.1	8.0	1.9	1.5	2.3	3.5	30.9*	6.7	3.5
Cc1ccc2nc(NC(=O)[C@H](C)N3C(=O)C4CC=CCC4C3=O)sc2c1 (some centres undefined)	0.0	0.6	-3.0	0.8	2.0	5.0	-0.3	-20.5	2.2
N#Cc1c2n(c(=O)[nH]c1=O)CCCCC2	-0.1	1.5	-2.2	-1.8	-1.2	10.2	-5.1	-1.4	1.0
COc1ccc(-c2csc(N3CCN(c4cc(C)nc5ccccc45)CC3)n2)cc1OC	0.1	-0.5	4.6	3.1	-0.6	21.1	4.8	11.2	-0.3
Cc1cc(C)n(-c2nc3c(c(=O)[nH]c(=O)n3C)n2CC(O)COc2ccc(Cl)cc2Cl)n1 (centres undefined)	0.0	-3.4	1.0	1.5	-1.0	-11.8	-5.5	-5.6	0.7
Cc1ccc(Cn2ccc(O)c(Cc3ccccc3)c2=O)cc1	0.0	-7.1	1.9	-3.6	-0.6	-2.9	-1.1	7.0	-0.3
Cc1cc(NC(=O)CCC(=O)N(CC(=O)NC2CCCC2)c2cccc(F)c2)no1	-0.1	-11.8	-13.0	-2.6	0.4	-2.4	7.5	-12.1	1.4
COC(=O)[C@H](C(C)C)n1c(C)c(C(C)=O)c(C(C)=O)c1C	0.0	-4.0	-8.8	0.4	0.1	-1.2	-8.2	-10.2	-4.5
COc1ccc(Cl)cc1NC(=O)CCS(=O)(=O)c1cc2c(cc1C)NC(=O)CO2	0.0	-1.8	0.4	-3.8	-22.7	5.7	-2.9	5.3	0.5
O=S(=O)(NC(=NCCc1ccc(Cl)cc1)c1ccccc1Cl)c1cccs1	-0.1	7.0	3.8	-4.2	-1.8	-61.1	0.2	-9.7	1.4
CC(=O)Oc1ccc2oc(=O)c3c(c2c1)CCCN3C(=O)CN1CCOCC1	-0.1	1.7	-2.0	-0.2	-9.5	3.7	-3.7	11.4	-1.2
N#CCCN(Cc1cccnc1)C(=O)Nc1ccc(Cl)c(Cl)c1	0.0	-1.8	0.2	-4.2	-2.9	-7.4	-0.3	-7.8	0.4
O=C(/C=C/c1ccc([N+](=O)[O-])s1)N1CCCCC1	0.1	-1.6	-3.5	0.2	4.7	11.4	-0.4	1.4	0.9
CCC(=O)Nc1ccc2nc(SCC(=O)N3CCCC3)sc2c1	-0.1	12.7	0.3	-3.9	-1.8	6.1	-0.6	1.8	-0.9
Cc1cc2cc(CCNC(=O)CCCc3ccccc3)c(=O)[nH]c2cc1C	0.1	4.0	-11.8	-1.6	-4.5	1.9	2.8	-9.0	0.8
CS(=O)(=O)Nc1ccccc1C(=O)OCC(=O)N1CCC(c2ccccc2)=N1	0.0	nt	nt	nt	nt	18.6	0.0	-2.3	2.1
Cc1cc(C)nc(N/N=C2/CCCC/C2=C\c2ccccc2)n1	0.1	-5.2	4.4	6.0	4.2	15.8	0.1	6.1	0.6
c1ccc(-c2csc(N3CCc4ccccc4C3)n2)cc1	-0.1	-3.8	-1.6	0.3	-2.4	-1.0	6.5	4.9	1.7
CCOc1cc(/C=N/NC(=O)c2nn(C)cc2Br)ccc1OCc1ccccc1Cl	-0.1	13.7	6.5	0.2	2.5	31.9	2.2	10.9	1.1
O=C1/C(=C\c2ccccn2)SC(=S)N1Nc1ncc(C(F)(F)F)cc1Cl	-0.1	-12.4	1.2	-3.5	-10.5	9.2	9.3	-8.3	1.5
Cc1cccc(N2CCN(CCCNC(=O)C3CCCN(c4ncnc5c4nc4n5CCCCC4)C3)CC2C)c1 (centres undefined)	0.1	1.7	-2.4	0.6	-2.8	18.6	3.0	-6.8	-0.7
CNC1=CC(=O)CC(c2ccccc2)C1 (centres undefined)	0.1	-10.0	-0.5	5.8	2.6	1.6	-1.6	1.8	-0.8
CSCCC(NC(=O)c1cccc(C)c1)C(=O)OCN1C(=O)c2ccccc2C1=O (centres undefined)	-0.1	1.2	1.5	-0.4	8.5	-2.8	-1.5	9.8	0.5
CCn1c(CNC(=O)c2ccco2)nnc1SCC(=O)Nc1ccccc1Cl	-0.1	-5.9	-2.4	-1.9	-6.4	3.5	2.4	-12.2	0.8
CN1/C(=C/C(=O)CSc2ccccc2C(=O)O)C(C)(C)c2ccccc21	-0.1	-18.4	1.9	13.9	3.8	-21.8	-5.3	9.4	3.3
CCCCn1c(N)c(N(CCOC)C(=O)c2cc(-c3ccccc3Cl)nc3ccccc23)c(=O)[nH]c1=O	0.1	-15.2	2.2	2.6	1.3	6.3	-0.4	1.8	1.5
CCOc1ccc(C(=O)Nc2nnc(C3=COCCO3)o2)cc1	0.0	-13.2	0.6	1.4	3.7	28.1	-0.6	-16.1	2.8

An excerpt of these results, as labelled records.
CCC(=O)Nc1ccc2nc(SCC(=O)N3CCCC3)sc2c1
  Efflux pump mplx = -0.1	EBNA-1 inhibitor = 12.7	core dimer inh = 0.3	TPT1 inh = -3.9	CTSL1 counter = -1.8	PREPL inhibitor = 6.1	PP1 inh = -0.6	ZTA DNA inh = 1.8	PP5 primary = -0.9
Cc1cc2cc(CCNC(=O)CCCc3ccccc3)c(=O)[nH]c2cc1C
  Efflux pump mplx = 0.1	EBNA-1 inhibitor = 4.0	core dimer inh = -11.8	TPT1 inh = -1.6	CTSL1 counter = -4.5	PREPL inhibitor = 1.9	PP1 inh = 2.8	ZTA DNA inh = -9.0	PP5 primary = 0.8
CS(=O)(=O)Nc1ccccc1C(=O)OCC(=O)N1CCC(c2ccccc2)=N1
  Efflux pump mplx = 0.0	EBNA-1 inhibitor = nt	core dimer inh = nt	TPT1 inh = nt	CTSL1 counter = nt	PREPL inhibitor = 18.6	PP1 inh = 0.0	ZTA DNA inh = -2.3	PP5 primary = 2.1
Cc1cc(C)nc(N/N=C2/CCCC/C2=C\c2ccccc2)n1
  Efflux pump mplx = 0.1	EBNA-1 inhibitor = -5.2	core dimer inh = 4.4	TPT1 inh = 6.0	CTSL1 counter = 4.2	PREPL inhibitor = 15.8	PP1 inh = 0.1	ZTA DNA inh = 6.1	PP5 primary = 0.6

Next section.
SMILES	Efflux pump mplx	EBNA-1 inhibitor	core dimer inh	TPT1 inh	CTSL1 counter	PREPL inhibitor	PP1 inh	ZTA DNA inh	PP5 primary
O=C(CNC(=O)c1ccco1)N/N=C/c1ccc(C(=O)O)cc1	0.1	0.9	-9.3	-3.0	4.0	1.9	-0.9	1.2	1.9
Cc1ccc(C(=O)NCC(=O)NCCCc2ccccc2)s1	-0.1	7.0	-12.9	-3.0	4.4	9.3	1.4	-15.8	-1.0
COc1ccc2cc(C(=O)c3ccccc3)c(=O)oc2c1	-0.1	11.6	-0.3	-3.8	3.8	1.9	1.5	-7.9	1.2
CCOC(=O)c1sc2nc(CC(C)C)c3c(c2c1N)CCC3	0.1	-7.1	-10.4	-1.2	2.0	14.7	0.8	-1.0	2.4
Cc1nc(SCC#N)c2c(C)c(C)sc2n1	-0.1	3.2	2.6	-5.6	0.6	-9.5	1.7	-7.5	2.7
Cc1ccc2nc(NS(=O)(=O)c3cn(C)nc3C)sc2c1	0.1	2.0	9.1	0.8	0.9	-2.9	1.5	2.7	2.9
O=C(NC1CCCC1)C(c1ccc(N2CCOCC2)cc1)N(Cc1ccccc1)C(=O)c1ccco1 (centres undefined)	0.1	-8.6	3.6	-1.2	-6.4	-0.1	-2.2	-0.5	2.8
COC(=O)[C@H]1C2CCC(C(=O)OC)(CC2)[C@H]1C(=O)OC	-0.1	-1.7	-3.4	-6.4	1.0	3.2	-3.9	-20.4	-1.3
COc1cccc(NC(=O)CN(C)C(=O)c2ccc(COc3ccccc3)cc2)c1	0.1	2.3	3.4	1.0	1.4	0.1	-2.4	-6.7	0.8
CCOC(=O)c1ccc(NC(=O)c2nc[nH]c2C(=O)NCCCCCNC(=O)OC(C)(C)C)cc1	0.0	2.2	-1.0	-2.4	9.4	-10.7	-4.2	-30.4	6.2
Cc1ccc(OCC(=O)Nc2ccc(Cl)cc2)c([N+](=O)[O-])n1	0.4	nt	nt	nt	nt	10.2	0.4	5.0	-1.2
Cn1c(N2CCC(C(N)=O)CC2)nc2c1c(=O)n(Cc1cccc(Br)c1)c(=O)n2C	-0.2	-6.3	-6.2	-1.8	5.5	24.9	6.8	-14.7	-6.4
COc1cc(OC)c(N(C)C(=O)CCNC(=O)Cn2cnc3ccccc3c2=O)cc1Cl	0.0	-11.7	-1.1	0.3	-2.0	3.5	-1.8	1.7	1.7
COc1ccccc1/C=C1\SC(=O)N(CC(=O)N(C)C2CCS(=O)(=O)C2)C1=O (centres undefined)	-0.2	-4.6	7.7	-1.3	1.4	4.9	-6.0	4.3	1.3
COc1ccc(C)cc1S(=O)(=O)Nc1cc2c3c(c1)CCC(=O)N3CCC2	0.0	4.3	-0.4	-2.0	-0.2	-0.2	-1.1	3.0	0.4
CC(C)(CS(=O)(=O)[O-])NC(=O)CC[N+](C)(C)CCO	0.3	4.8	-483.9	6.0	-0.6	0.4	70.5*	14.6	4.2
CC(C)Sc1ncc(S(=O)(=O)c2ccccc2)c(=O)[nH]1	0.7	1.2	0.2	-1.6	0.5	-0.7	0.4	9.8	-0.4
CCOc1ccc(NC(=O)COC(=O)c2ccc3c(c2)OCO3)cc1	0.0	nt	nt	nt	nt	3.2	-2.0	6.6	-0.4
Cc1cc(C#N)c(C)n1-c1cc(C(F)(F)F)ccc1N1CCOCC1	0.1	-8.2	20.6	3.2	0.0	4.5	4.0	-12.3	3.9
N#CC1=C(N)Oc2cc(N)ccc2C1c1ccc(F)cc1 (centres undefined)	0.0	-0.1	0.0	1.3	-2.2	7.9	2.0	-12.2	2.6
CCOc1ccc2nc(SCC3CC3(Cl)Cl)[nH]c2c1 (centres undefined)	0.0	-3.1	-2.5	0.8	-6.8	1.2	0.7	-20.9	1.1
CCc1ccc(C2C(C#N)=C(N)OC3=C2C(=O)CCC3)s1 (centres undefined)	0.1	-24.1	3.1	-3.5	3.5	6.2	0.6	-1.6	0.6
O=C(COc1ccc(S(=O)(=O)N2CCOCC2)cc1)NC1CCCC1	-0.1	-5.6	-5.6	1.7	-2.4	10.9	2.4	-13.7	1.6
O=C(CCC(=O)Nc1cccc([N+](=O)[O-])c1)NCc1ccccc1	0.1	7.9	-2.4	0.3	-0.2	1.4	2.8	-0.4	-0.9
CCCCN(C(=O)CSCC(=O)Nc1ccc(OC)cc1)c1c(N)n(CCC)c(=O)[nH]c1=O	0.0	1.6	2.3	-0.6	5.4	7.1	-2.1	13.4	1.6
Cc1nc(NS(=O)(=O)c2ccccc2)sc1NC(=O)OCCN(C)C	0.0	7.8	1.4	-1.2	-3.1	10.6	-4.5	3.1	-1.3
O=C(CN1C(=O)NC2(CCCCCC2)C1=O)c1ccc(OC(F)F)cc1OC(F)F	-0.1	5.5	2.7	-0.5	6.6	6.0	-0.1	-10.2	1.9

Screens (PubChem)
